MITF primary – inhibitors of human MITF; AlphaScreen MITF homodimerization, bead proximity signal; 650,000 tested, 0.91% active; AID 1259374; O75030; inhibition, % at 2.6 µM; in the data active = inhibition above about 50%;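 also: 0% = vehicle wells with protein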
Target sequence (O75030 whole entry, looked up): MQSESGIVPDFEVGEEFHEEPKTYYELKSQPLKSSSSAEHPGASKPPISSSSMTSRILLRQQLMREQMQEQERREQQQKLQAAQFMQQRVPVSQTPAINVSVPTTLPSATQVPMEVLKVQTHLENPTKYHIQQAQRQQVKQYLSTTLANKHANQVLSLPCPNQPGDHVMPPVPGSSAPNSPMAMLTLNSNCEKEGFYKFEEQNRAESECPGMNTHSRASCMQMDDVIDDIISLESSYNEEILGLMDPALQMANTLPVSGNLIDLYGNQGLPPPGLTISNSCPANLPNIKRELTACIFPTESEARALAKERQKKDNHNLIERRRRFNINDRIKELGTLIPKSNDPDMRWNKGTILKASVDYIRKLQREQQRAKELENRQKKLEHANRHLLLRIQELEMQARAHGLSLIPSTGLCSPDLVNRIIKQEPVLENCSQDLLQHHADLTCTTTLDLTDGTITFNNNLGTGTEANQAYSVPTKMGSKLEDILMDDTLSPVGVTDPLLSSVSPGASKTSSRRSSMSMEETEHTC
GPR151 ag – activators of human GPR151; Q8TDV0; PathHunter beta-arrestin GPR151 cells, luminescence; activation, % at 11.2 µM; 650,000 tested, 1% active; in the data active = activation above about 4.9%;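 also: 0% = median of compound wells and 100% = cells with positive control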
Target sequence (Q8TDV0 whole entry, looked up): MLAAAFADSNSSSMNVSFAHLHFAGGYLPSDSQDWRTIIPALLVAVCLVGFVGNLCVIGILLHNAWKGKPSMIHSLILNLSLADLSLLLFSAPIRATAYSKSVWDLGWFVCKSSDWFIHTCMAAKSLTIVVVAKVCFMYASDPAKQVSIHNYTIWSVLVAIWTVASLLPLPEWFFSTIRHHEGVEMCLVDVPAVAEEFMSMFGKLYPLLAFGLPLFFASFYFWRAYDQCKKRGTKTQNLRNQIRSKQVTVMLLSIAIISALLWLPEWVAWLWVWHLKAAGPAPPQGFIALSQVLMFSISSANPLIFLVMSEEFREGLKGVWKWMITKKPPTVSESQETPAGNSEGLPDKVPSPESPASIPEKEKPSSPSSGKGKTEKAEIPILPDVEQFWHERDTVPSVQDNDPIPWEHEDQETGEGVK
FBW7 act – activators of human E3 ligase FBW7; Q969H0; AlphaScreen FBW7–phospho-cyclin E peptide binding, activator screen; normalized activity (activation), % at 26.1 µM; 650,000 tested, 0.13% active; AID 1259310; in the data active = normalized activity above about 1.9%;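 also: purified mutant Fbw7 with reduced substrate affinity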
TEAD-YAP block – TEAD-YAP interaction inhibition; HEK-TIYL cells, TEAD-Gal4/YAP UAS-luciferase luminescence; inhibition, % at 9.12 µM; 640,000 tested, 1.4% active; in the data active = inhibition above about 32%;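 also: 0% = median of test compound wells and 100% = reference inhibitor wells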
Starred values were filed as active, the others as inactive; · = not tested or not shown; & = joins results of further samples.

SMILES	MITF primary	GPR151 ag	FBW7 act	TEAD-YAP block
COC(=O)c1ccc2nc(C)cc(Nc3ccc(C(=O)O)cc3)c2c1	18	0.7	-0.1	11
O=C(CS(=O)(=O)c1ccccc1)Nc1cc(Cl)ccc1Cl	-2	-0.9	-0.1	-17
COc1cc(Nc2nc(Nc3cccc(N(C)C)c3)nc3c2ncn3C(C)C)cc(OC)c1OC	11	-0.2	0.4	-5
COC(=O)C1=C(C)NC(=O)C1	-2	-0.4	-0.3	3
Cc1nn(C(=O)C2CCCN2S(=O)(=O)c2ccc(Cl)cc2)c(C)c1Sc1ccc([N+](=O)[O-])cc1 (stereo not given)	67*	-1.1	-0.1	0
CN1C(=O)/C(=C/c2cc(Br)ccc2OCC(=O)O)N(C)C1=S	0	2.6	-0.1	1
O=C(Nc1cccc(C(F)(F)F)c1)c1ccc(Br)c([N+](=O)[O-])c1	-5	2.5	-0.1	6
CCOC(=O)c1ccc(NC(=O)CSc2nnc(-c3c[nH]c4ccccc34)n2CC)cc1	-1	-0.3	0.0	18
CCCCN(CCCC)S(=O)(=O)c1ccc(NC(C)=O)cc1	-1	0.0	-0.1	0
CCC(C)NC(=O)CSc1nnc(-c2ccccn2)n1-c1ccccc1OC (stereo not given)	15	-0.3	0.8	7
Cc1nn(C)cc1C(C)NC(=O)c1ccc(OC2CCN(CCc3ccccc3)CC2)cc1 (stereo not given)	-6	4.6	0.2	0
O=c1c[n+]([O-])c2ccccc2n1OCc1ccccn1	15	-1.8	0.9	0
Cc1n[nH]c(C)c1N=NN1CCOCC1	4	0.0	0.0	-10
CC(C)c1ccc(OCC(=O)Nc2ncn[nH]2)cc1	16	-1.2	0.1	8
O=C(CCc1nnc(Cc2c[nH]c3ccccc23)o1)N1CC=C(c2ccc(F)cc2)CC1	-2	2.5	0.0	10
O=c1cc(-c2ccccc2)ncn1CCNS(=O)(=O)c1ccccc1Cl	7	-0.8	0.1	-5
CCOC(=O)c1ccc(CN(Cc2ccccc2C)S(=O)(=O)c2ccc(F)c(C)c2)cc1	12	0.0	0.5	-7
c1ccc(CN2CCC(Nc3nc(Nc4ccccc4)nc4nc[nH]c34)CC2)cc1	-2	-1.1	-0.1	-6
COc1ccc(-c2cc(N3CCOCC3)ncn2)cn1	6	1.5	-0.2	-60
CC(=O)NC1C(Oc2ccc3ccccc3c2)OC(COC(C)=O)C(OC(C)=O)C1OC(C)=O (stereo not given)	-3	0.6	-0.1	11
CCC[C@@H]1NC(=O)[C@H]2CN(CC3CC3)CCN2C1=O	20	0.0	0.3	5
NC(=O)c1cccc(N=Cc2ccc(Cl)cc2)c1	-13	-0.4	-0.1	5
CC(=O)Nc1cccc(-c2cnc(NCc3cccc(Cl)c3)c3nccn23)c1	-9	0.3	-0.5	69*
Cn1c(=O)n(C)c2cc(CNC(=O)CC3C(=O)NCCN3Cc3ccccc3F)ccc21 (stereo not given)	12	0.4	0.0	3
O=C(CSc1ccc(-c2cccnc2)nn1)N1CCN(c2ccccc2)CC1	-2	-0.7	-0.1	9

Compound profiles, as listed above.
Profile of `COc1cc(Nc2nc(Nc3cccc(N(C)C)c3)nc3c2ncn3C(C)C)cc(OC)c1OC` = MITF primary: 11; GPR151 ag: -0.2; FBW7 act: 0.4; TEAD-YAP block: -5
Profile of `CN1C(=O)/C(=C/c2cc(Br)ccc2OCC(=O)O)N(C)C1=S` = MITF primary: 0; GPR151 ag: 2.6; FBW7 act: -0.1; TEAD-YAP block: 1

Continuation:
SMILES	MITF primary	GPR151 ag	FBW7 act	TEAD-YAP block
O=C(NCCc1ccccc1)c1cc2ccccn2n1	3	-0.6	1.3	-53
CCOc1ccc(-n2c(/C=C/c3ccc(F)cc3)nc3cc(OC)c(OC)cc3c2=O)cc1	-2	-1.5	0.0	-8
CNC(=O)C(C)N(c1cc(C)cc(C)c1)S(C)(=O)=O (stereo not given)	7	0.3	0.3	17
COc1cc2nc(Nc3cc(OC)c(OC)c(OC)c3)nc(Nc3cc(OC)c(OC)c(OC)c3)c2cc1OC	7	-1.6	-0.2	2
CC(=O)Nc1ccc(Nc2cc(C)nc(N3CCOCC3)n2)cc1	19	0.1	0.1	0
O=C(NCCNCCO)c1c(O)c2cccc3c2n(c1=O)CC3	-16	0.1	-0.1	-17
CSc1ccc(CN(C)CC(=O)Nc2ccc(NC(C)=O)cc2)cc1	20	0.1	0.0	-2
O=C1OC(c2ccc(Cl)cc2)=N/C1=C\c1ccc(OC(F)(F)F)cc1	12	0.1	0.5	-2
CN(C)CCCSC(=N)N	11&5	0.3&0.0	0.1&-0.1	·
Cc1nc(C)c(C(=O)NC(C)c2cnn(-c3ccccc3C)c2C)s1 (stereo not given)	1	1.9	0.0	54*
CC(C)=CCC/C(C)=C/CCC(C)NCCN1CCNCC1 (stereo not given)	-4	-0.6	0.1	20
O=C(CSc1nc2ccsc2c(=O)n1C1CCCCC1)NCC1CCCO1 (stereo not given)	2	-0.5	0.1	5
Cc1ccc(NC(=O)C2CCCN(c3nnc(N4CCCC4=O)s3)C2)c(C)c1 (stereo not given)	9	0.2	0.9	9
Cc1ccc(-n2c(SCC(=O)c3ccc(Cl)cc3)nc3c(sc(=S)n3-c3cc(C)ccc3F)c2=O)cc1	-11	0.7	0.1	-15
CCC1(CC)C(=O)C(C)(C)C(=O)OC1C#Cc1ccccc1 (stereo not given)	4	0.7	0.5	0
CCc1nnc(NS(=O)(=O)c2ccc(NC(=O)c3ccccc3C)cc2)s1	-15	-1.0	0.0	3
CCCC(=O)Nc1nc2c(OC)ccc(Cl)c2s1	14	-0.1	-0.1	6
CCOc1ccc(C(=O)Nc2ccccc2C#N)cc1OCC	10	1.4	0.0	-14
COc1ccc(/C=C2/C(=N)N3C(c4ccccc4)=CSC3=NC2=O)c(OC)c1OC	10	-0.7	-0.1	-5
Cc1ccc(Nc2ncnc3ccccc23)c(Br)c1	-1	-0.4	0.0	-46
O=C(O)c1cnn(-c2ccccc2)c1-n1cccc1CNCc1ccccc1	-2	2.3	-0.2	3
COc1ccccc1N(CC(O)CN1CCC(C)CC1)S(=O)(=O)c1ccccc1 (stereo not given)	5	-1.0	0.0	-8
Nc1cccc(C(=O)OCc2ccc([N+](=O)[O-])cc2)c1	14	-1.0	1.2	3
O=[N+]([O-])c1ccc(Cl)c(-c2ncnn2-c2ccc(Br)cc2)c1	9	-0.1	1.3	-8
CCC(C)NC(=O)c1cc(S(=O)(=O)N2CCC3(CC2)OCCO3)ccc1F (stereo not given)	11	-0.4	0.0	-5

Taken from above:
Under FBW7 act, O=C(NCCNCCO)c1c(O)c2cccc3c2n(c1=O)CC3 has the entry -0.1
Under GPR151 ag, O=C(Nc1cccc(C(F)(F)F)c1)c1ccc(Br)c([N+](=O)[O-])c1 has the entry 2.5
Under MITF primary, CCc1nnc(NS(=O)(=O)c2ccc(NC(=O)c3ccccc3C)cc2)s1 has the entry -15
Under TEAD-YAP block, Cc1nn(C)cc1C(C)NC(=O)c1ccc(OC2CCN(CCc3ccccc3)CC2)cc1 (stereo not given) has the entry 0
Under MITF primary, COc1ccccc1N(CC(O)CN1CCC(C)CC1)S(=O)(=O)c1ccccc1 (stereo not given) has the entry 5
Under MITF primary, CCC[C@@H]1NC(=O)[C@H]2CN(CC3CC3)CCN2C1=O has the entry 20

(list continues)
SMILES	MITF primary	GPR151 ag	FBW7 act	TEAD-YAP block
O=C(Nc1cc(C(=O)N2CCCC2)ccc1N1CCCC1)c1ccccc1F	7	-1.2	0.8	-4
O=C1c2ccc([N+](=O)[O-])cc2C(=O)N1CNc1ccc(Cl)cc1	6	-1.2	0.1	4
CCC1CN(CC(=O)N2CCNC(=O)C2)Cc2ccc(Cl)cc2O1 (stereo not given)	4	0.1	0.0	2
CCOC(=O)c1c(NC(=O)CCCOc2cccc(C)c2)sc2c1CCC(C)C2 (stereo not given)	4	-1.8	-0.1	-18
O=C1C=C(O)C2C(=O)N3CCCc4cccc(c43)C2O1 (stereo not given)	-2	0.7	0.0	6
Cc1nc(N2CCOCC2)c2c(C)c(C(=O)NC3CCCCC3)sc2n1	1	0.7	-0.1	7
CCC(C)NC(=O)CCS(=O)(=O)c1ccc(Br)cc1 (stereo not given)	-4	0.6	0.0	5
Cc1ccc(S(=O)(=O)C(CNC(=O)C(=O)NC2CCCC2)c2ccco2)cc1 (stereo not given)	15	0.0	0.0	1
CCOC(=O)C1=C(C)NC2=C(C(=O)CC(c3ccc(Cl)cc3)C2)C1c1ccc(O)c(OCC)c1 (stereo not given)	3	-0.8	0.3	-24
OCC1OC(n2cnc3c(Cl)ncnc32)C(O)C1O (stereo not given)	7	-1.1	-0.1	3
COc1ccc(OCC(O)CN(C)C(=O)/C=C/c2cccc([N+](=O)[O-])c2)cc1 (stereo not given)	7	-0.2	-0.1	4
O=C(Nc1ccc(N2CCOCC2)cc1)c1csc(N2CCN(Cc3ccc4c(c3)OCO4)CC2)n1	15	3.5	0.1	-22
C=C1C2(C(=O)Nc3cc(C(=O)OC)cc(C(=O)OC)c3)CCC(C2)C1(C)C (stereo not given)	15	-1.0	0.2	0
CCOC(=O)c1c(C)oc2ccc(N(C(=O)c3ccc(Cl)cc3)S(=O)(=O)c3ccccc3)cc12	11	0.2	0.0	0
CCCNC(=O)CCc1nnc2ccc(N3CCN(C)CC3)nn12	8	-1.1	0.5	-1
COc1ccc(/C=N\n2nnnc2N)cc1OC	0	1.5	-0.1	-14
COc1ccc(C2C(C(=O)Nc3ccccc3)=C(C)Nc3nc(C(F)(F)F)nn32)cc1O (stereo not given)	22	-0.3	0.6	-9
COc1ccc(/C=C2\N=C(c3cc([N+](=O)[O-])ccc3Cl)OC2=O)c(OC)c1OC	10	0.3	0.0	10
Nc1nc(SCCN2C(=O)c3ccccc3C2=O)n[nH]1	-7	2.3	-0.1	-4
CC(=O)OCC1OC(Sc2ccccn2)C(OC(C)=O)C(OC(C)=O)C1COC(C)=O (stereo not given)	1	-0.6	-0.1	10
CCCN(CCC)CCCNC(=O)CNC(=O)Cn1ccc2ccccc2c1=O	-21	-0.6	0.1	5
Cn1c(CN2CCCC2)nc2cc(NC(=O)c3ccccc3)ccc21	7	1.4	0.6	-45
COc1ccc(OC)c(NC(=O)C(=O)N/N=C/c2cccnc2)c1	7	-0.2	-0.1	-2
COc1cc2c(cc1OC)C(C(=O)N1CCC(C)CC1)C1c3ccccc3CCN1C2=O (stereo not given)	-1	0.5	0.5	-2
COCc1[nH]n2c(=O)cc(Cc3ccccc3)nc2c1-c1ccccc1	12	2.3	-0.2	1
The list continues.
SMILES	MITF primary	GPR151 ag	FBW7 act	TEAD-YAP block
O=C(NN1CCOCC1)c1cc2c(s1)CCCC2	14	-0.3	0.0	13
CC(=O)N1CCN(C(=O)C2CC(Cc3ccc(F)cc3)=NO2)CC1 (stereo not given)	-6	-0.3	-0.1	-12
COc1cc2nc(CSc3nnc4ccccn34)[nH]c(=O)c2cc1OC	8	3.9	-0.1	2
O=C(Nc1ccc(Cl)c(NC(=O)c2ccccc2)c1)c1ccc(Cl)c(Cl)c1	5	-1.3	0.2	6
CC(C)(C)NC(=O)N1CCN(Cc2nnnn2-c2cccc(F)c2)CC1	-5	-2.3	0.1	5
Cc1ccc(NC(=O)CN(CCCO)CC(=O)Nc2ccc(C)cc2C)c(C)c1	6	0.4	0.0	-3
CC1(C)OC(=O)N(CCCN2C(=O)OC(C)(C)C2(C)O)C1(C)O (stereo not given)	5	-1.0	-0.1	6
CCOc1ccc(Br)cc1C1C2=C(CC(C)(C)CC2=O)Nc2ncnn21 (stereo not given)	11	-0.9	0.2	11
Cn1c(-c2ccccc2)cnc1NC(=O)c1cccc([N+](=O)[O-])c1	4	-0.3	0.0	-53
Cc1cc(NC(=O)Cn2c(=O)n(Cc3ccco3)c(=O)c3ccccc32)n[nH]1	14	0.3	0.0	5
COc1ccc(S(=O)(=O)Nc2cccnc2)c(C)c1C	6	0.0	-0.1	3
O=C(Nc1nc(-c2ccccn2)cs1)c1ccccc1Oc1ccccc1	-4	-0.4	0.0	-4
CCC(C)NC(=O)CN(c1ccc(Cl)cc1)S(C)(=O)=O (stereo not given)	-13	-0.7	0.4	-7
O=C1NC(=S)N(c2cccc(Cl)c2)C(=O)/C1=C/c1ccccc1O	2	-0.1	-0.1	-16
CCCC(=O)Nc1nnc(Cc2ccc(Cl)c(Cl)c2)s1	-2	-0.4	0.0	3
O=C(N/N=C\c1ccc(F)cc1)c1cnccn1	8	-1.0	-0.1	-46
CCOC(=O)N1CCN(C(=O)CSc2nc(-c3ccc(OCC)cc3)cn2-c2ccc(C)cc2)CC1	8	0.4	0.0	10
COc1ccc(C2CC(=O)C3=C(C2)NC(C)=C(C(=O)OCc2ccccc2)C3c2cccc([N+](=O)[O-])c2)cc1 (stereo not given)	1	0.5	0.0	59*
COc1ccc(CN2C(=O)c3oc4ccc(F)cc4c(=O)c3C2c2ccc(O)cc2)cc1 (stereo not given)	-5	0.7	0.0	6
COC(=O)c1cc(OC)c(OC)cc1NC(=O)C(C)(C)Oc1ccc(Cl)cc1	5	-1.0	0.1	2
CCCCCn1c(SCC(=O)c2ccccc2)nc2cc(C(=O)N(CC)CC)ccc2c1=O	24	-0.5	0.1	6
O=C(COC(=O)c1cc[n+]([O-])cc1)Nc1ccc(Cl)cc1	-10	0.9	0.0	-1

A stretch from the list above, as a working copy:
SMILES	MITF primary	GPR151 ag	FBW7 act	TEAD-YAP block
Cn1c(-c2ccccc2)cnc1NC(=O)c1cccc([N+](=O)[O-])c1	4	-0.3	0.0	-53
Cc1cc(NC(=O)Cn2c(=O)n(Cc3ccco3)c(=O)c3ccccc32)n[nH]1	14	0.3	0.0	5
COc1ccc(S(=O)(=O)Nc2cccnc2)c(C)c1C	6	0.0	-0.1	3
O=C(Nc1nc(-c2ccccn2)cs1)c1ccccc1Oc1ccccc1	-4	-0.4	0.0	-4

An unsorted share of the library; overall some 3.5% were active at least once.
